FAS TE block = FAS thioesterase (human) inhibition; P49327; recombinant FAS-TE, OMFH fluorogenic substrate, fluorescence endpoint; inhibition, % at 15 µM; actives 0.67% (n = 360,000); AID 602261;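 active means compounds whose normalised, plate-corrected inhibition of enzyme fluorescence in the single-dose primary screen is 50% or more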;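 further: 0% = DMSO with enzyme and 100% = substrate without enzyme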
eLon inh = inhibitors of E. coli Lon protease; purified E. coli Lon protease, fluorescence polarization; inhibition, % at 7.94 µM; AID 602123; actives 0.42% (n = 360,000); in the data active means inhibition above about 13%, passing the limit was not always enough;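 further: 0% = enzyme with probe and DMSO and 100% = no enzyme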
Target sequence (P0A9M0 whole entry, looked up): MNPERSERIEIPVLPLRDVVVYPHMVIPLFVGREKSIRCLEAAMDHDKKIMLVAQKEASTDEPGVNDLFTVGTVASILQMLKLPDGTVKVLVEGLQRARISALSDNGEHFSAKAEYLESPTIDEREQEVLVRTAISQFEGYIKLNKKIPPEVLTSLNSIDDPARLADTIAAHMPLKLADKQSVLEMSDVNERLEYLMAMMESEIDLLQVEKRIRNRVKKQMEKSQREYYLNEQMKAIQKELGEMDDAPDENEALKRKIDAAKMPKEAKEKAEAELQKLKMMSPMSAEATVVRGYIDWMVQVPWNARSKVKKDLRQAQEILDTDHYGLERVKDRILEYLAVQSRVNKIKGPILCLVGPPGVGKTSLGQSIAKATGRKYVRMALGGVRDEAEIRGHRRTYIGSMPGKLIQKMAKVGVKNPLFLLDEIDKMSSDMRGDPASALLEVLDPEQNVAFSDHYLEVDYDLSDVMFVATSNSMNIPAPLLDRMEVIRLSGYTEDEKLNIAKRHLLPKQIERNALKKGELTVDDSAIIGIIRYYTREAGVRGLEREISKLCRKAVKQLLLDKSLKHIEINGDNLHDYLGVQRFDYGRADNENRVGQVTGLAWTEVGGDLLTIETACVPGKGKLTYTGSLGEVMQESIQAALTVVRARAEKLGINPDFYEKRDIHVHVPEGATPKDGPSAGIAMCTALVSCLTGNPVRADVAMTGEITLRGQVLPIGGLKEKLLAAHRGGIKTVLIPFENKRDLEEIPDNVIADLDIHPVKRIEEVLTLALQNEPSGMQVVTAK
NRP1-CendR mod = modulators of CendR peptide binding to human neuropilin-1; O14786; FAM-RPARPAR peptide binding to NRP-1, fluorescence polarization; inhibition, % at 25 µM; actives 0.85% (n = 360,000); AID 602438;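 active means inhibition or corrected inhibition above about 18%, plus a signal ratio from 0.5 to 1.5, limit read from the data, passing the limit was not always enough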; further: strong numbers were not always called active
SKN-1 block = inhibitors of C. elegans SKN-1. C. elegans VP596 Pgst-4::GFP/RFP ratio, acrylamide-induced, 24 h. inhibition, % at 21.8 µM. actives 0.49% (n = 360,000);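 active means interference check ratio from 0.5 to 1.5 plus GFP to RFP signal ratio inhibition reaching or exceeding a fixed threshold, cut at about 30% in these data, passing the limit was not always enough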; further: some compounds called inactive have numbers as strong as hits
TbMetRS inhib = blocks T. brucei methionyl-tRNA synthetase activity; AID 624268; actives 0.4% (n = 360,000); inhibition, % at 11.9 µM; purified T. brucei MetRS, ATP depletion, Kinase-Glo luminescence;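 active means inhibition above a per-plate cutoff of the control wells' mean inhibition plus 3 SD, cut at about 5.5% in these data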;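 further: 0% = DMSO wells median and 100% = median of wells with control inhibitor compound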
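Dosing: 11.9 µM single point; system: parasite MetRS enzyme; technique: luminescence of leftover ATP; times: 15 min enzyme-compound preincubation, 2 h reaction, 10 min detection, 25 °C; replicates: each compound tested once; read-out basis: percent inhibition relative to median high and low control wells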
MLLE-PAM2 inh = blocks PAM2 peptide binding to the PABP1 MLLE domain | GST-MLLE / FITC-PAM2 fluorescence polarization | inhibition, % at 20 µM | AID 588489 | actives 0.36% (n = 360,000); in the data active means inhibition above about 35%, passing the limit was not always enough;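 further: plate controls were DMSO wells with GST-MLLE for no effect and wells lacking GST-MLLE protein for full effect; some results filed as inactive read as strong as hits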
MsrA inhibitor = inhibitors of bovine MsrA. purified bovine MsrA, absorbance read-out. inhibition, % at 15.5 µM. actives 0.75% (n = 360,000). AID 651718; in the data active means inhibition above about 4.5%;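 further: 0% = vehicle wells with enzyme and 100% = reference inhibitor wells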
MT1-MMP act inh = inhibitors of human MT1-MMP activation | AID 651647 | actives 0.061% (n = 360,000) | GFP/RFP ratio change, % at 20 µM | HT1080 RFP-PRO-GFP cells, GFP/RFP ratio fluorescence, overnight; percent of plate control window, DMSO zero | P50281;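 active means GFP/RFP ratio change of at least 30% with cell ATP level not reduced by more than half and red fluorescence within 50% of control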; further: strong numbers were not always called active
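Assay system: HT1080 RFP-PRO-GFP cells. Benchmarks: DMSO vehicle wells and RFP-L50D-GFP reporter cell wells. Times: overnight cell settling, then overnight compound exposure, 37 °C, 5% CO2. Compound: 20 µM single dose, 1% DMSO. Read-out basis: GFP/RFP fluorescence ratio.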
MsrA act = bovine methionine sulfoxide reductase A activation. actives 0.3% (n = 360,000). purified bovine MsrA, absorbance read-out. activation, % at 10.6 µM. AID 602163; in the data active means activation above about 7.5%;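 further: 0% = vehicle and 100% = reference activator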
Starred values were filed as active, the others as inactive; x = not tested or not shown. Compounds were not picked by outcome; any-hit rate near 4%.

Second line of a record – FAS TE block	TbMetRS inhib	MsrA inhibitor	MLLE-PAM2 inh	MT1-MMP act inh	eLon inh	MsrA act	SKN-1 block	NRP1-CendR mod
Cc1cccc(-c2cc3nc(C)c(C)c(NCCCn4ccnc4)n3n2)c1
 : -5	0.4	-0.7	0	4	9	-9	12	-17
COc1ccc(C2Nc3ccccc3C(=O)N2c2ccccc2)cc1CN1CCOCC1 (stereo not given)
 : 1	0.3	2.4	6	2	-1	0	1	-17
CCOc1cc2c(cc1OCC)C(C(=O)O)C(c1cc(OC)c(OC)c(OC)c1)N(C)C2=O (stereo not given)
 : -10	-0.9	0.3	-11	0	-10	-3	36*	4
S=C(NCCN1CCOCC1)N/N=C/c1cccs1
 : 1	0.1	4.4	24	0	-20	-5	3	5
Cc1nc2scc(C)n2c(=O)c1S(=O)(=O)NCCc1ccc(Cl)cc1
 : 0	-0.6	0.1	-3	0	-20	-10	-8	6
COC(=O)c1ccc2c(CCO)c[nH]c2c1
 : -6	-0.2	0.6	8	1	-1	-9	-9	-4
Cc1ccccc1NS(=O)(=O)c1ccc(NC(=O)c2nc3ncccn3n2)cc1
 : -6	-0.4	0.2	-9	-3	-7	-4	3	-8
CC1=C(C(=O)OC(C)C)C(c2coc3ccccc3c2=O)C2=C(CCCC2=O)N1 (stereo not given)
 : -4	-1.0	0.1	-11	-3	3	-2	10	-19
O=C(c1ccoc1)N1CCC2(CC1)Oc1ccc(F)cc1C(=O)C21CC(c2ccccc2)=NO1 (stereo not given)
 : 14	-0.2	-0.1	-8	-4	12	-8	4	4
CCCCOC(=O)c1ccc(NC(=O)C(=O)NCCN(C)C)cc1
 : -5	1.2	-0.6	1	6	2	0	8	-12
Cc1ccc(CNC(=O)C2CCCN(S(C)(=O)=O)C2)cc1 (stereo not given)
 : -8	-1.5	0.7	-10	2	7	-7	-6	0
O=[N+]([O-])c1ccc(C(O)C(CO)NC(=S)Nc2ccccc2)cc1 (stereo not given)
 : 59*	1.9	1.3	22	3	0	0	-4	5
C/C(=N\NC(=O)c1ccc(F)cc1)c1cccc(NC(=O)c2cccc(F)c2)c1
 : -2	-0.8	-1.2	0	12	-3	-1	-14	0
COc1ccc(CNC(=O)C2CCCN(c3nc4ccccc4o3)C2)c(OC)c1 (stereo not given)
 : 1	5.4	x	-19	9	-2	-7	2	7
CN(Cc1ccccc1)C(=O)c1ccc(NC(=O)Cc2cccc(NC(=O)C3CCN(C(=O)C4CCCCC4)CC3)c2)cc1
 : 5	-0.8	-0.2	11	x	-8	-10	5	8
O=C(CSc1c2c(nc3ccccc13)CCCC2)NCc1ccco1
 : -4	-0.6	-0.6	23	2	-4	1	-4	-8
CC(C)Cn1c(=S)[nH]c2cc(C(=O)NCc3ccccc3F)ccc2c1=O
 : -7	-0.1	0.0	-63	3	-16	-2	-10	-6
N#Cc1ccc(-c2ccc(OCC(O)CN3CCOCC3)cc2)cc1 (stereo not given)
 : -7	-0.2	-0.7	-9	-2	-3	0	20	-4
C(=N\N1CCN(Cc2ccccc2)CC1)/c1cccnc1
 : -5	0.1	0.5	1	11	-2	-4	5	-6
O=C(Nc1ccc(Cl)cc1)N1CCC(c2nc(-c3ccc(F)cc3)no2)CC1
 : 29	0.2	-0.6	-17	0	12	1	17	5
Nc1nc(-c2ccc([N+](=O)[O-])cc2)c(C(=O)Nc2ccc(Cl)cc2)s1
 : -5	-0.3	0.6	4	6	4	-5	6	-7
Cc1[nH]c(C)c(S(=O)(=O)N(C)Cc2ccccc2)c1C(=O)N1CCCC1
 : -6	-0.2	-0.6	-4	-2	-1	0	10	-1
CCOc1c(Br)cc(/C=C2\N=C(C)OC2=O)cc1Br
 : 16	-0.7	0.5	-1	-4	3	-2	7	-6
Cc1ccc(NC(=S)N(CCN2CCOCC2)Cc2ccccc2F)cc1Cl
 : 21	0.2	-0.8	-52	5	-9	-2	0	1
O=C(NCc1ccc(C(F)(F)F)cc1)c1ccc(-c2cccnc2)c2ccoc12
 : 27	-0.2	0.6	0	-3	-7	1	14	-4
CCCN1CN(Cc2ccco2)c2nc3ccccc3n2C1
 : -3	20*	1.1	-20	4	-8	2	-21	-6
CC1CC(=O)NN=C1c1ccc(N)c([N+](=O)[O-])c1 (stereo not given)
 : -9	0.5	1.0	6	3	-4	-2	6	-3
Cc1cc(N2CCCCC2)nc(N2CCOCC2)n1
 : -8	-0.3	-1.8	-3	-2	0	3	1	4
CC(C)Cc1nnc(NC(=O)CCC(=O)NC2CCCC2)s1
 : -6	-0.1	-0.2	9	3	-6	-1	-2	15
COC(=O)c1cc(C(=O)N2CCN(C(=O)c3ccco3)CC2)cc([N+](=O)[O-])c1
 : -6	-0.4	-0.1	-11	-2	0	-1	0	7
Cc1ccc(Nc2nnc(SCC(=O)NC3CCS(=O)(=O)C3)s2)c(C)c1 (stereo not given)
 : -1	-1.2	-0.3	0	4	-1	-10	-5	-1
Cn1nnnc1SCC(=O)Nc1ncc(Cl)cc1Cl
 : -5	0.0	1.1	5	4	1	0	8	3
O=c1cc2c(nn1Cc1ccc(Cl)cc1Cl)-c1ccccc1CC2
 : 35	-1.7	-0.7	-7	-1	-9	-11	5	4
CN(C)C1=NC[C@H](Cc2ccccc2)N1CCC1CCCC1
 : -12	-0.3	0.6	0	0	-7	0	8	7
CN1CCN(NC(=O)CN2C(=O)/C(=C/c3c(Cl)cccc3Cl)SC2=S)CC1
 : -1	0.7	1.0	35	25	-6	0	8	6
O=C(NCc1ccccc1)C(c1ccccc1)N(C(=O)c1csnn1)c1ccc(F)cc1 (stereo not given)
 : 5	-0.3	-1.4	16	-1	2	-4	2	4
CCc1ccc(/C=c2\s/c(=C\C(=O)C(C)(C)C)[nH]c2=O)cc1
 : 19	-0.4	3.8	10	-4	2	-3	3	-2
O=C(O)c1ccc(Sc2nnnn2-c2ccccc2)c([N+](=O)[O-])c1
 : -5	0.1	1.1	-23	1	-5	-5	-14	8
O=C1CC(c2ccco2)CC(O)=C1C=NCCN1CCN(C(=S)Nc2ccccc2)CC1 (stereo not given)
 : -1	-0.4	0.6	-66	0	2	-4	-17	11
O=C1[C@@H]2[C@@H](CN3CN(c4ccccc4)N=C(c4ccccc4)[C@@]23c2ccccc2)C(=O)N1c1ccccc1
 : 57*	-0.2	1.4	22	-2	0	-1	-4	0
CCCN1CCC(N2CCN(c3ccc([N+](=O)[O-])cc3)CC2)CC1
 : -3	1.2	0.5	-6	4	5	0	4	6
C/C(=N\NC(=O)CNC(=O)C1COc2ccccc2O1)c1ccco1 (stereo not given)
 : -1	0.3	0.5	4	-6	7	-1	13	6
Cc1cccn2cc(-c3ccc(Cl)cc3)nc12
 : 5	-0.6	0.2	-3	-4	-1	-8	34	3
O=C1CC(NCc2ccc3c(c2)OCO3)C(=O)N1CCc1ccccc1 (stereo not given)
 : -6	-0.6	0.3	-5	6	-3	-2	1	-2
Cc1c(C(=O)NCCN2C(=O)S/C(=C\c3cccnc3)C2=O)cccc1[N+](=O)[O-]
 : 7	0.0	2.3	20	5	-6	-2	-8	-5
Cn1c(N2CCN(C(=O)NC34CC5CC(CC(C5)C3)C4)CC2)nc2ccccc21
 : -5	-0.5	0.9	2	10	-4	3	-1	8
C=CC[C@@H](CC(=O)N[C@@H](CO)Cc1ccccc1)C(=O)N[C@@H](COC(=O)[C@@H](CC=C)Cc1ccc(F)cc1)Cc1c[nH]c2ccccc12
 : 18	-1.0	2.6	-8	-12	-8	0	10	2
O=C(CSc1nnc(CNC(=O)c2c(F)cccc2Cl)o1)NCc1ccc2c(c1)OCO2
 : -5	-0.4	0.2	10	-9	-10	-5	-2	7
Cc1cccc[n+]1CC(=O)Nc1cccc([N+](=O)[O-])c1
 : -6	-1.5	0.3	-2	x	5	-12	-2	6
c1ccc(Nc2nc3ccccc3o2)cc1
 : 1	-0.9	-0.9	3	9	-3	-1	34	6
COc1cccc2c(=O)n(CC(=O)N3CCN(c4ccccc4)CC3)ccc12
 : -9	-0.8	-0.3	2	0	0	6	9	-2
Cc1csc(=S)n1-c1ccccc1
 : -5	-0.5	1.7	-7	2	-6	-1	9	1
Cc1cc(/C=N/NC(=O)Cn2c3ccccc3c(=O)c3ccccc32)c(C)n1-c1ccccc1
 : 23	0.6	1.1	-6	2	1	-3	8	-2
CC(=O)C1=C(C)NC(=O)NC1c1cccc(O)c1 (stereo not given)
 : -6	-0.7	-0.2	2	7	2	-3	-20	-12
Cc1ccc2[nH]c3c(=O)n(CC(=O)NCCc4ccc(Cl)cc4)ncc3c2c1
 : -4	0.8	-0.6	-15	5	-4	-1	15	-3
CCC(=O)Nc1cccc(NC(=S)NC(=O)c2ccc(Cl)cc2)c1
 : 1	0.2	0.4	34	-5	-13	-5	0	12

Structures above printed as active in TbMetRS inhib.
SMILES | TbMetRS inhib | MsrA inhibitor | MLLE-PAM2 inh | MT1-MMP act inh | eLon inh | MsrA act | SKN-1 block | NRP1-CendR mod
CCCN1CN(Cc2ccco2)c2nc3ccccc3n2C1 | 20* | 1.1 | -20 | 4 | -8 | 2 | -21 | -6

Compounds shown so far with fluorine:
Second line of a record – FAS TE block	TbMetRS inhib	MsrA inhibitor	MLLE-PAM2 inh	MT1-MMP act inh	eLon inh	MsrA act	SKN-1 block	NRP1-CendR mod
O=C(c1ccoc1)N1CCC2(CC1)Oc1ccc(F)cc1C(=O)C21CC(c2ccccc2)=NO1 (stereo not given)
 : 14	-0.2	-0.1	-8	-4	12	-8	4	4
C/C(=N\NC(=O)c1ccc(F)cc1)c1cccc(NC(=O)c2cccc(F)c2)c1
 : -2	-0.8	-1.2	0	12	-3	-1	-14	0
CC(C)Cn1c(=S)[nH]c2cc(C(=O)NCc3ccccc3F)ccc2c1=O
 : -7	-0.1	0.0	-63	3	-16	-2	-10	-6
O=C(Nc1ccc(Cl)cc1)N1CCC(c2nc(-c3ccc(F)cc3)no2)CC1
 : 29	0.2	-0.6	-17	0	12	1	17	5
Cc1ccc(NC(=S)N(CCN2CCOCC2)Cc2ccccc2F)cc1Cl
 : 21	0.2	-0.8	-52	5	-9	-2	0	1
O=C(NCc1ccc(C(F)(F)F)cc1)c1ccc(-c2cccnc2)c2ccoc12
 : 27	-0.2	0.6	0	-3	-7	1	14	-4
O=C(NCc1ccccc1)C(c1ccccc1)N(C(=O)c1csnn1)c1ccc(F)cc1 (stereo not given)
 : 5	-0.3	-1.4	16	-1	2	-4	2	4
C=CC[C@@H](CC(=O)N[C@@H](CO)Cc1ccccc1)C(=O)N[C@@H](COC(=O)[C@@H](CC=C)Cc1ccc(F)cc1)Cc1c[nH]c2ccccc12
 : 18	-1.0	2.6	-8	-12	-8	0	10	2
O=C(CSc1nnc(CNC(=O)c2c(F)cccc2Cl)o1)NCc1ccc2c(c1)OCO2
 : -5	-0.4	0.2	10	-9	-10	-5	-2	7
